High-throughput results: PubChem, several laboratories
PfHsp40 yeast: rescue of PfHsp40-mediated yeast toxicity. 0.68% of 340,000 active. growth rescue, % at 12.5 µM. S. cerevisiae expressing PfHsp40, growth rescue, ATP luminescence. AID 504582; in the data active = growth rescue above about 28%, passing the limit was not always enough; inconclusive = no clear call, values can overlap the other calls;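 also: yeast W303a lacking pdr1 and pdr3 grown in galactose medium; growth measured after three days at 30 °C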
Yp Topo-I inh: Y. pestis Topo-I inhibition via cleavage products. activity, % at 10 µM. 0.064% of 360,000 active. AID 504884. Y. pestis Topo-I cleavage product accumulation, plate reader; in the data active = activity above about 50%, passing the limit was not always enough; inconclusive = no clear call, values can overlap the other calls; also: inactives centre near 2
PrPC surface inh: inhibitors of human cell surface prion protein PrPC | 0.43% of 370,000 active | TR-FRET read-out | inhibition, % at 13.8 µM | AID 720596; in the data active = inhibition above about 24%; also: 0% = median of the test wells and 100% = reference compound wells
PriA SSB inh: blocks PriA binding to SSB C-terminal tail. AlphaScreen SSBct-PriA binding, biotinylated peptide. AID 1272365. inhibition, % at 33 µM. 0.6% of 430,000 active; in the data active = inhibition mostly above about 37%, no sharp cut-off; inactive = mostly below about 20%;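 also: plate controls were negative control peptide for no effect and reference peptide for full effect; strong numbers were not always called active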
Anthrax LF prot: blocks Bacillus anthracis lethal factor protease; P15917; multiplex microsphere protease cleavage assay, LF; inhibition, % at 10 µM; 0.12% of 360,000 active; AID 588501; also: plate controls were buffer without enzyme for full effect and enzyme alone for no effect
Target sequence (P15917 whole entry, looked up): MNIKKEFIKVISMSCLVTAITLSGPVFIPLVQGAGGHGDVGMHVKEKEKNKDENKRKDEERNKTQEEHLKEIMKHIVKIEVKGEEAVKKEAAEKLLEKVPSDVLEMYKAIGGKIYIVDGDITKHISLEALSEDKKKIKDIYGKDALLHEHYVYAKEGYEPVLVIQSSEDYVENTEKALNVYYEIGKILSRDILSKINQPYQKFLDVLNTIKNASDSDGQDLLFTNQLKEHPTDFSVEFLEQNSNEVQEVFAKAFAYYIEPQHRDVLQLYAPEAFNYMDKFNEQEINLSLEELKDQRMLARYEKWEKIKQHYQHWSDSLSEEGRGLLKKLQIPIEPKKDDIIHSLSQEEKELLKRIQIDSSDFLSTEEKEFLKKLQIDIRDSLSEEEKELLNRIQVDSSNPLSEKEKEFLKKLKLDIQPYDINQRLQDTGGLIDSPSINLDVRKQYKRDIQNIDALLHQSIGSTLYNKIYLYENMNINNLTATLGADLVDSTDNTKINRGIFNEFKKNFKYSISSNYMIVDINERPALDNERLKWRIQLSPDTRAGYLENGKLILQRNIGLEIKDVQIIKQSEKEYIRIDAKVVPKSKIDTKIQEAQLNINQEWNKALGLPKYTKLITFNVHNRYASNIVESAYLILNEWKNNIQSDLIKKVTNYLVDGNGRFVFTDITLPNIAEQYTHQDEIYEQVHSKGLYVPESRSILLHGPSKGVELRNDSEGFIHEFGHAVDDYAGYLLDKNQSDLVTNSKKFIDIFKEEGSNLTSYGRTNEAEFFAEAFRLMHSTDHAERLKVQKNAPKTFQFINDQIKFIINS
SARS 3CLpro inh: SARS-CoV 3CLpro protease inhibition. inhibition, % at 6 µM. P0C6X7. AID 1706. 0.14% of 290,000 active. recombinant SARS-CoV 3CLpro, quenched FRET peptide cleavage; in the data active = inhibition above about 12%
TcdB inh: blocks C. difficile toxin B glycohydrolase activity. P18177. TcdB glycohydrolase enzymatic assay, plate reader. 0.24% of 350,000 active. inhibition, % at 9.99 µM; in the data active = inhibition above about 10%
Vc quorum ag: inducers of Vibrio cholerae quorum light production without autoinducers | V. cholerae BH1578 lux reporter, luminescence, 6 h | activation, % at 18.7 µM | 0.16% of 350,000 active; in the data active = activation mostly above about 9.7%, no sharp cut-off; inconclusive = no clear call, values can overlap the other calls; inactive = mostly below about 3.7%; also: not every result past the cut was called active; inactives centre near 0; reference of the scale not given here
BoNT A protease: blocks Botulinum neurotoxin A light chain protease; inhibition, % at 10 µM; multiplex microsphere protease substrate cleavage, flow cytometry; 0.17% of 360,000 active; also: plate controls were buffer without enzyme for full effect and enzyme alone for no effect
The depositor's hits bear a star; i = inactive; ? = inconclusive; . = no result given. Rule as the data show it, unless noted: active = inhibition above about 30%; inconclusive = no clear call, values can overlap the other calls; inactive = below that. An excerpt; rates above refer to the full screens.

No.	smiles	PfHsp40 yeast	Yp Topo-I inh	PrPC surface inh	PriA SSB inh	Anthrax LF prot
1	CCCCn1c(CCC(=O)O)nc2c1c(=O)[nH]c(=O)n2CCC	-1.5	-6	-3	-18	.
2	CSc1ncccc1C(=O)OCC(=O)NC(C)C	-1.1	4	0	-16	-3
3	FC(F)(F)c1cc(-c2ccccc2)nc(NC2CCCC2)n1	0.6	16	0	-118	2
4	CC(C)(C)c1cc(NC(=O)COC(=O)c2ccc3c(=O)n4c(nc3c2)CCC4)n(-c2ccccc2)n1	-0.5	14	2	-21	-1
5	O=C1/C(=C\c2ccccc2Cl)SC(=S)N1CCC(=O)N1CCCc2ccccc21	0.3	3	5	6	-1
6	CC(=O)c1c(C)[nH]c(-c2ccccc2)nc1=S	-1.5	-3	5	6	-10
7	O=C(NCc1ccccc1Cl)C1CCN(c2ncnc3c2nc2n3CCCCC2)CC1	-0.3	-4	-5	-9	2
8	Cc1cc(C(=O)Nc2cccc(S(=O)(=O)N3CCCCC3)c2)c2ccccc2n1	-1.7	6	1	-7	0
9	COc1cccc(C(=O)OCn2nnc3ccccc3c2=O)c1OC	-0.3	3	3	-8	-6
10	CCOc1ccc(S(=O)(=O)NC(C)C(=O)NCc2cccnc2)cc1 (stereo not given)	-1.4	0	-9	-2	0
11	COc1cccc(C(=O)NCCNC(=O)c2ccco2)c1	0.0	-1	6	-2	-1
12	CCC1CCCCN1S(=O)(=O)c1ccccc1 (stereo not given)	-1.1	-2	8	-9	-11
13	OCCNCc1c(OCc2ccc(Cl)cc2)ccc2ccccc12	-0.2	6	-14	2	-7
14	COc1cc(/C=C/c2noc(-c3ccccc3O)n2)cc(OC)c1OC	-0.9	10	-1	-3	-1
15	Cc1ccccc1Nc1c(-c2cccnc2)nc2ccc(Br)cn12	0.1	13	13	-6	2

No.	SARS 3CLpro inh	TcdB inh	Vc quorum ag	BoNT A protease
1	3	.	0.4	.
2	1	2.5	i	0.1
3	6	.	i	-0.1
4	5	.	.	0.4
5	-3	.	-0.1	2.3
6	-5	1.0	-1.0	-1.1
7	-3	1.0	i	0.6
8	5	1.1	-0.3	0.2
9	.	-2.7	-0.2	-0.1
10	-5	0.9	1.2	0.1
11	-1	0.8	i	-3.1
12	3	-1.6	1.4	-0.1
13	-7	1.3	-0.6	0.0
14	-2	.	0.7	0.6
15	1	1.4	i	0.4

Sorted by length of the SMILES (low to high): eleven of the compounds above
No.	smiles	PfHsp40 yeast	Yp Topo-I inh	PrPC surface inh	PriA SSB inh	Anthrax LF prot
12	CCC1CCCCN1S(=O)(=O)c1ccccc1 (stereo not given)	-1.1	-2	8	-9	-11
2	CSc1ncccc1C(=O)OCC(=O)NC(C)C	-1.1	4	0	-16	-3
6	CC(=O)c1c(C)[nH]c(-c2ccccc2)nc1=S	-1.5	-3	5	6	-10
13	OCCNCc1c(OCc2ccc(Cl)cc2)ccc2ccccc12	-0.2	6	-14	2	-7
3	FC(F)(F)c1cc(-c2ccccc2)nc(NC2CCCC2)n1	0.6	16	0	-118	2
15	Cc1ccccc1Nc1c(-c2cccnc2)nc2ccc(Br)cn12	0.1	13	13	-6	2
1	CCCCn1c(CCC(=O)O)nc2c1c(=O)[nH]c(=O)n2CCC	-1.5	-6	-3	-18	.
14	COc1cc(/C=C/c2noc(-c3ccccc3O)n2)cc(OC)c1OC	-0.9	10	-1	-3	-1
7	O=C(NCc1ccccc1Cl)C1CCN(c2ncnc3c2nc2n3CCCCC2)CC1	-0.3	-4	-5	-9	2
5	O=C1/C(=C\c2ccccc2Cl)SC(=S)N1CCC(=O)N1CCCc2ccccc21	0.3	3	5	6	-1
4	CC(C)(C)c1cc(NC(=O)COC(=O)c2ccc3c(=O)n4c(nc3c2)CCC4)n(-c2ccccc2)n1	-0.5	14	2	-21	-1

No.	SARS 3CLpro inh	TcdB inh	Vc quorum ag	BoNT A protease
12	3	-1.6	1.4	-0.1
2	1	2.5	i	0.1
6	-5	1.0	-1.0	-1.1
13	-7	1.3	-0.6	0.0
3	6	.	i	-0.1
15	1	1.4	i	0.4
1	3	.	0.4	.
14	-2	.	0.7	0.6
7	-3	1.0	i	0.6
5	-3	.	-0.1	2.3
4	5	.	.	0.4

Limited to PriA SSB inh, BoNT A protease and PfHsp40 yeast, for 2 of the compounds above:
no.	SMILES	PriA SSB inh	BoNT A protease	PfHsp40 yeast
9	COc1cccc(C(=O)OCn2nnc3ccccc3c2=O)c1OC	-8	-0.1	-0.3
2	CSc1ncccc1C(=O)OCC(=O)NC(C)C	-16	0.1	-1.1

Continued:
No.	smiles	PfHsp40 yeast	Yp Topo-I inh	PrPC surface inh	PriA SSB inh	Anthrax LF prot
16	C=CC(=O)OCCO	-1.3	2	0	-3	-11
17	O=S1(=O)C[C@H](N2CCCC2)[C@@H](COCc2ccccc2)N1	.	.	-1	.	1
18	CCOC(=O)c1cc(C)sc1/N=C/C1C(=O)CCCC1=O	-0.6	-6	-1	.	2
19	CC(=O)N(c1ccc(N(C(C)=O)S(=O)(=O)c2ccccc2)cc1)S(=O)(=O)c1ccccc1	-1.9	14	4	-9	-6
20	COC(=O)N/N=C\c1ccccc1OC/C=C/c1ccccc1	-0.7	19	-3	.	-1
21	O=C(N/N=C/C1CC2CCC1C2)c1c[nH]c2ccccc12 (stereo not given)	0.5	-7	13	.	3
22	CC(=O)C1=C(c2ccc(Br)cc2)C(=O)c2ccccc2C1=O	?	0	5	-6	-8
23	O=C1C=CC(=O)N1N(c1ccccc1)c1ccccc1	?	7	-2	6	1
24	COc1cccc(C(=O)/C=C2\NCCc3cc(OC)c(OC)cc32)c1	-0.1	31	2	.	-26
25	O=C(NNC(=O)c1ccc(-c2ccccc2)cc1)Nc1ccc(F)cc1F	-1.4	7	8	-15	1
26	O=C1Cc2cc(NS(=O)(=O)c3ccc(Cl)cc3)cc3c2N1CCC3	-1.1	-4	-2	1	.
27	CCOc1ccc(NC(=O)Cc2ccccc2)c([N+](=O)[O-])c1	0.0	-6	-17	43*	-1
28	CCn1c(SCc2cccc(F)c2)nc2c(c1=O)SCC2	0.3	2	6	16	-4
29	COC(=O)C1=C(C)N(C(C)c2ccccc2)C(=O)/C1=C\c1ccco1 (stereo not given)	3.9	17	-2	17	-3
30	Cc1ccc(S(=O)(=O)N2CCCC2CNC(=O)C(=O)Nc2ccccc2)cc1 (stereo not given)	0.3	-10	0	-27	.

No.	SARS 3CLpro inh	TcdB inh	Vc quorum ag	BoNT A protease
16	.	0.3	-0.8	0.3
17	.	1.6	.	-2.4
18	-1	1.3	-0.4	-0.6
19	6	1.1	-0.5	-0.2
20	4	0.4	0.4	-0.5
21	-3	-1.0	i	-0.6
22	2	.	i	-1.1
23	-1	-0.1	-0.3	0.1
24	0	0.9	-0.5	-2.0
25	6	2.2	i	1.5
26	.	4.6	-0.3	.
27	7	.	i	-0.1
28	0	0.1	-0.5	-0.2
29	-4	0.7	-0.5	-0.2
30	.	0.1	-0.5	.
